Compound activity from PubChem BioAssay.
ARNT TACC3 PPI: ARNT/TACC3 interaction disruption; AlphaScreen His-ARNT PAS-B/GST-TACC3 binding, luminescence; TACC3 fragment carries E629A point mutation; Q9Y6A5; inhibition, % at 9.99 µM; 390,000 tested, 0.66% active;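 active means mean inhibition of replicates at least 50% and at least half of replicates each reaching 50%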;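 further: 0% = complete ARNT plus TACC3 wells and 100% = ARNT alone without TACC3; many hits fall short of the cut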
PAX8 reporter: PAX8 transcriptional activity inhibition; RMG-I TPO-luciferase reporter, SteadyGlo, 24 h; inhibition, % at 12.6 µM; 360,000 tested, 1.2% active; AID 652154;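 active means mean replicate inhibition at least 60% with every replicate also reaching 60%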;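 further: luciferase light reporting Pax8 driven TPO promoter activity; plate controls were median of neutral control wells for no effect and mitoxantrone controls for full effect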
* = called active by the depositor.

SMILES	ARNT TACC3 PPI	PAX8 reporter
CCS(=O)(=O)c1ccc2oc(SCC(=O)NC34CC5CC(CC(C5)C3)C4)nc2c1	-1	-10
CC(=O)c1cccc(N2C(=NC(=O)C(C)C)SC3CS(=O)(=O)CC32)c1 (stereo unspecified)	-7	5
Cc1cc(OCC(=O)N2CCc3ccccc3C2)c2c(-c3ccccc3)cc(=O)oc2c1	-6	35
COc1ccc(N2CCN(c3nc(NCCO)nc(N4CCOCC4)n3)CC2)cc1	5	16
COc1ccc(-c2nnn(CC(=O)OC3CCCCC3)n2)cc1OC	-9	29
Cn1ccnc1SCC(=O)Nc1cccc2ccccc12	6	-11
O=C1c2ccccc2C(=O)N1Cc1nn2c(-c3ccc(Cl)cc3)nnc2s1	5	19
CCOC(=O)C(NC(C)=O)C(OC(C)=O)c1cccc([N+](=O)[O-])c1 (stereo unspecified)	-6	6
Cc1nc(-c2ccccc2)nc2[nH]c(=O)n(-c3ccccc3)c(=O)c12	-2	-58
CCOC(=O)c1ccccc1NC(=O)CN(c1cccc(OC)c1)S(C)(=O)=O	-11	17
COc1ccccc1NC(=O)N1CCCC1C(=O)Nc1ccc2c(c1)OCO2 (stereo unspecified)	-4	3
Cn1c(C(=O)OC(C(=O)NC2CCCCC2)c2cccnc2)cc2sccc21 (stereo unspecified)	-3	19
COc1cccc(C(=O)Nc2cccc(C(=O)N3CCOCC3)c2)c1	0	6
CC(=O)C1=C(O)C(=O)N(CC#N)C1c1cccs1 (stereo unspecified)	-9	-10
CC(=O)Nc1ccc(N2C(=O)CC(c3ccccc3)CC2=O)cc1	-5	4
CCCCN(C)CCCNC(=O)c1cccc(N2CCCC2=O)c1	18	3
CCC1Oc2ccccc2N(CC(=O)NCCc2ccc(OC)c(OC)c2)C1=O (stereo unspecified)	-5	-1
COc1cc(SC)ccc1C(=O)Nc1ccccc1	-3	-205
CC1(C)Cc2nc3sc4c(SCC(=O)NCc5ccccc5)ncnc4c3cc2CO1	-7	-33
COc1cccc2cc(C(=O)N3CCN(C/C=C/c4ccccc4)CC3)c(=O)oc12	-1	18
Clc1cc2c(c(Cn3cnc4ccccc43)c1)OCOC2	-5	5
CN(c1ccccc1)S(=O)(=O)c1ccc(C(=O)NCC2CCCO2)cc1 (stereo unspecified)	-2	13
N#Cc1cc(-c2cccc(Cl)c2)c[nH]c1=O	-12	14
Cc1ccc2nc(C(C)O)[nH]c2c1 (stereo unspecified)	-5	-4
O=S(=O)(NC1CCCCC1)c1cccc(-c2nnc(-c3ccccc3)o2)c1	1	2
CC(=O)CC1(O)C(=O)N(Cc2ccccc2)c2ccccc21 (stereo unspecified)	-6	7
C=CCN(C(=O)CCC(=O)Nc1cc(C)on1)C(C(=O)NC(C)(C)C)c1cccc(OC)c1OC (stereo unspecified)	-1	4
O=S(=O)(NCCc1ccccn1)c1ccc(F)c(F)c1	0	4
N#Cc1ccc(N2CCCC2C(=O)O)c([N+](=O)[O-])c1 (stereo unspecified)	-2	-5
COc1ccc(C(CC(=O)O)NC(=O)COc2ccccc2)cc1 (stereo unspecified)	-5	-20
O=C(CN1C(=O)c2ccccc2C1=O)NCc1ccccn1	-2	4
COc1ccc(-c2cc(C(F)(F)F)nc(SCCC(=O)N3CCCC3)n2)cc1	-1	-15
O=C(COC(=O)c1cccc(C(=O)OCC(=O)NC2CCCCC2)n1)NC1CCCCC1	-10	-1
COc1ccccc1CNC(=O)CCC(=O)Nc1nnc(C(C)C)s1	-2	7
O=C(Nc1ccc(-c2nc3ncccc3o2)cc1)c1ccco1	-6	-207
Nc1ccc(C(=O)N/N=C\c2cc(N=Nc3cccc4ccccc34)ccc2O)cc1	-16	19
O=C(CSc1nnnn1-c1cccc2c1CCCC2)N1CCCC1	3	5
Nc1nc2n(n1)C(c1cccs1)CC(c1ccc(Br)cc1)N2 (stereo unspecified)	-5	18
Cc1ccc(C(=O)Oc2ccc(C(=O)COC(=O)c3cnccn3)cc2)cc1	-3	-18
COc1ccc(NC2CS(=O)(=O)CC2NCc2ccco2)cc1 (stereo unspecified)	1	13
CCCn1c(SCC(=O)Nc2nnc(C)s2)nnc1-c1ccoc1C	-40	-6
CCCCOc1ccc(S(=O)(=O)Nc2ccc(NC(C)=O)cc2)cc1	-3	-1
CCCCOc1ccc(-c2nc(SCC(N)=O)n[nH]2)cc1	-37	-95
COc1cccc(OC)c1C(=O)Nc1ccc(CN2CCCCC2)cc1	9	-17
CCOC(=O)CSc1nsc(SCC(=O)OCC)c1C#N	-10	-11
O=C(CC1(O)C(=O)N(Cc2cccc3ccccc23)c2ccccc21)c1cccnc1 (stereo unspecified)	5	4
C/C(=C\c1ccccc1)C(=O)Nc1cc(C)on1	-2	-111
O=C(CN1C(=O)C2C3c4ccccc4C(c4ccccc43)C2C1=O)N1CCOCC1 (stereo unspecified)	-5	10
COc1cc2c(cc1OC)CN(CC(=O)Nc1cccc(C)c1)CC2	3	11
COC(=O)c1ccc(N(C(=O)CNC(=O)c2ccco2)C(C(=O)NC2CCCC2)c2ccco2)cc1 (stereo unspecified)	-13	2
CCOc1ccc(-c2cc(CCCC(=O)NCCc3ccccc3)no2)cc1	-12	-27
O=C(Cn1ccc2ccccc2c1=O)NCCC(=O)N1CCN(c2cccc(C(F)(F)F)c2)CC1	5	4
Cc1ccc(N(C(=O)CCC(=O)Nc2cc(C)on2)C(C(=O)NC2CCCC2)c2cccs2)cc1 (stereo unspecified)	-5	16
Cc1ccc(C(=O)OCC(=O)N2CC(=O)Nc3ccccc32)s1	0	1
CC(C)Oc1ccc(C(=O)NC(C)(C)CO)cc1	-8	9
CCc1nnc(NC(=O)C2CCC2)s1	-11	-13
COC(=O)c1cccc(NC(=O)C2COc3ccccc3O2)c1 (stereo unspecified)	-3	-65
COc1ccc(C)cc1-n1nnnc1SCn1nnc2ccccc2c1=O	8	10
CCn1c(=O)cc(OCC(=O)Nc2cc(C)ccn2)c2ccccc21	9	-5
O=C(Nc1cccnc1)Nc1ccccc1Cl	-4	-69
Continued:
SMILES	ARNT TACC3 PPI	PAX8 reporter
C=CCNC(=O)C1CC=CCC1C(=O)O (stereo unspecified)	-4	10
Cc1ccc(N(C(=O)c2ccccn2)C2(C(=O)NC3CCCC3)CCCCC2)cc1	-1	-9
CC(C)C(c1nnnn1C(C)(C)C)N1CCOCC1 (stereo unspecified)	-1	3
Cc1ccc(SCCCn2cncn2)cc1	-7	-10
Cc1cc(Nc2ccccc2N2CCOCC2)n2ncnc2n1	33	-10
CCc1nnc(NC(=O)CSc2nnc(COc3ccc(C#N)cc3)n2-c2ccccc2)s1	2	3
Cc1coc(NC(=O)CSc2nc(-c3ccncc3)cc(C(F)(F)F)c2C#N)n1	-9	14
COc1ccc(-c2nnn(CC(=O)c3ccc4c(c3)OCCO4)n2)cc1OC	0	24
Cc1ccc(OCC(=O)Nc2ccc(-c3nc4ncccc4o3)cc2)cc1	-14	-4
NC(=O)C1CCN(C(=O)CCCCCn2c(=O)[nH]c3ccsc3c2=O)CC1	14	-8
COc1ccc(S(=O)(=O)N2C3CCC2CC(NC(=O)C2CC2)C3)cc1 (stereo unspecified)	-1	-23
Nc1c(-c2ccc(Cl)cc2)nnn1-c1ccccc1	-3	-146
CCN1CCc2c(C#N)c(NCc3ccccc3)nc(NCCO)c2C1	-4	18
CCc1cc(=O)oc2c(CN3CCCC3)c(O)c(Cl)cc12	-6	-2
CCC(OC(=O)c1nsc(Cl)c1Cl)C(=O)NCc1cccs1 (stereo unspecified)	-1	-2
CCOC(=O)c1cnc(SCC(C)C)nc1N	-5	-254
CC(C)c1nc2ccccn2c1NC1CCCCC1	-4	0
COc1ccc(Nc2oc(COc3cccc(C)c3)nc2C#N)cc1	2	-140
Cn1c(SCc2nc(-c3ccccc3)no2)nnc1-c1cccs1	-1	-12
CN(C)S(=O)(=O)c1ccc(C(=O)NCCOc2ccccc2)cc1	-2	-136
CC1(C)CC(=O)C(C=NCc2ccc3c(c2)OCO3)=C(O)C1	1	-2
O=C(NC1CCCCCC1)C1CCN(S(=O)(=O)c2ccccc2)CC1	-7	8
CC(C)(C)S(=O)(=O)c1nc2ccccc2s1	-1	20
CNC(=O)c1ncnnc1N(C)C(=O)NCc1ccccc1	0	2
COc1ccc(N2CCN(C(=O)CSc3nnc4n3C(C)(C)Cc3ccccc3-4)CC2)cc1	-8	33
O=C1CC(C(=O)Nc2cccc3ccccc23)C2(CCCC2)O1 (stereo unspecified)	1	27
Cc1nn(C)c(Oc2ccc(Cl)cc2)c1C(=O)O	-6	2
Cc1oc(-c2cccc(Cl)c2)nc1CN1CCC(C(=O)NCc2ccco2)CC1	2	-9
COc1ccc(O)c(/C=N/NC(=O)c2ccc(OCc3cccc(Br)c3)cc2)c1	0	55
O=C(CCNS(=O)(=O)c1ccc2c(c1)CCC(=O)N2)Nc1ccc2c(c1)OCCO2	-1	-21
CCNC(=O)c1ccc(C2SCC(=O)N2Cc2ccco2)cc1 (stereo unspecified)	-21	-10
C=CCSc1nnc(-c2sc(-c3ccccc3)nc2C)n1C	-1	-36
COC(=O)c1c(N=CN(C)C)c(C#N)c2n1CCCC2	2	14
Cc1ccc(C(=O)NCCCN2CCOCC2)cc1N1CCCC1=O	-9	7
COc1ccc(-n2c(SCC(=O)Nc3nccs3)nnc2-c2ccccc2)cc1	-4	23
CC(=O)C1(C)N(O)C(C)(C)C(c2ccco2)=[N+]1[O-] (stereo unspecified)	-9	-9
C/C(Cl)=C/CSc1nnc2n(N)c(=O)c3ccccc3n12	-7	17
Cc1ccccc1CN1CCN(S(=O)(=O)c2ccc(F)cc2)CC1	-2	-7
O=C(Nc1ccc(OC(=O)c2cccnc2)cc1)c1cccnc1	2	-6
Cc1ccc(NC(=O)NC2(C(=O)NCc3ccco3)CCCCC2)cc1	1	-1

An excerpt of these results, with two lines to a compound.
Sequence of screens – ARNT TACC3 PPI, PAX8 reporter
Cc1ccccc1CN1CCN(S(=O)(=O)c2ccc(F)cc2)CC1
  -2, -7
O=C(Nc1ccc(OC(=O)c2cccnc2)cc1)c1cccnc1
  2, -6
Cc1ccc(NC(=O)NC2(C(=O)NCc3ccco3)CCCCC2)cc1
  1, -1

Next part
SMILES	ARNT TACC3 PPI	PAX8 reporter
O=C1c2ccccc2C(=O)N1c1nc2nccc(-c3ccccc3)n2n1	31	-1
COCCNC(=O)C(c1ccc(C)o1)N(CC1CCCO1)C(=O)Cn1nnc2ccccc21 (stereo unspecified)	3	-25
C=CCNC(=O)C(=O)c1cccn1-c1ccsc1C(=O)OC	-5	6
O/N=C/c1cc(Cl)ccc1OCc1ccccc1Cl	-3	3
Cc1ccc(S(=O)(=O)NCCN2CCOCC2)cc1	-2	5
Cc1cccn2c(=O)c3cc(C#N)c(=O)n(CCCN4CCOCC4)c3nc12	-1	10
Cc1ccc(C(=O)CC2(O)C(=O)Nc3ccccc32)s1 (stereo unspecified)	5	-15
CCN(CC)S(=O)(=O)c1cccc(-c2nnc(SCC(=O)NC3CCCC3)n2N)c1	1	-2
O=C(Nc1ccc2c(c1)OCCO2)c1cccc(S(=O)(=O)N2CCOCC2)c1	-2	-142
CC(=O)Nc1nnc(SCc2ccccc2F)s1	1	-75
CCSc1nnc(-c2ccccc2NC(=O)CC)c(=O)[nH]1	2	6
Clc1ccc(/C=C/c2nc3ccccc3[nH]2)cc1	-9	6
CCCCC(=O)Nc1cc(NC(=O)CC)ccc1Cl	0	0
COc1ccc(C2(CNC(=O)c3ccco3)CCOCC2)cc1	-8	5
CCOC(=O)c1cccc(NC(=O)CCS(=O)(=O)c2ccc(Br)s2)c1	-6	7
CCOC(=O)c1c(-c2ccccc2Cl)cn2ccccc12	-28	6
CCCC(=O)c1cc(F)c(N2CCN(C(=O)OCC)CC2)cc1C	-5	-3
O=C(NCc1ccco1)c1ccc(C(=O)NCc2ccco2)s1	-10	-4

Gathered by group, the entries above containing a thiophene ring, fused or not (13)
SMILES	ARNT TACC3 PPI	PAX8 reporter
Cn1c(C(=O)OC(C(=O)NC2CCCCC2)c2cccnc2)cc2sccc21 (stereo unspecified)	-3	19
CC(=O)C1=C(O)C(=O)N(CC#N)C1c1cccs1 (stereo unspecified)	-9	-10
CC1(C)Cc2nc3sc4c(SCC(=O)NCc5ccccc5)ncnc4c3cc2CO1	-7	-33
Nc1nc2n(n1)C(c1cccs1)CC(c1ccc(Br)cc1)N2 (stereo unspecified)	-5	18
Cc1ccc(N(C(=O)CCC(=O)Nc2cc(C)on2)C(C(=O)NC2CCCC2)c2cccs2)cc1 (stereo unspecified)	-5	16
Cc1ccc(C(=O)OCC(=O)N2CC(=O)Nc3ccccc32)s1	0	1
NC(=O)C1CCN(C(=O)CCCCCn2c(=O)[nH]c3ccsc3c2=O)CC1	14	-8
CCC(OC(=O)c1nsc(Cl)c1Cl)C(=O)NCc1cccs1 (stereo unspecified)	-1	-2
Cn1c(SCc2nc(-c3ccccc3)no2)nnc1-c1cccs1	-1	-12
C=CCNC(=O)C(=O)c1cccn1-c1ccsc1C(=O)OC	-5	6
Cc1ccc(C(=O)CC2(O)C(=O)Nc3ccccc32)s1 (stereo unspecified)	5	-15
CCOC(=O)c1cccc(NC(=O)CCS(=O)(=O)c2ccc(Br)s2)c1	-6	7
O=C(NCc1ccco1)c1ccc(C(=O)NCc2ccco2)s1	-10	-4

An excerpt; count on the stated rates, not on these rows.
